PLCb3 inh = human PLC-beta3 inhibitors, primary screen, biochemical, fluorescence; 1-phosphatidylinositol 4,5-bisphosphate phosphodiesterase beta-3 (Homo sapiens), Q01970; Purified PLC-beta3, fluorogenic substrate; hit rate 0.18% among 370,000; AID 720704, 2013; inhibition, % at 12.2 µM; in the data active means inhibition above about 11%;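 further: 0% = median of compound wells on plate and 100% = full blocker control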
ASAP1 GAP inh = inhibitors of human ASAP1 ArfGAP activity, primary screen, biochemical, fluorescence polarization; Arf-GAP with SH3 domain, ANK repeat and PH domain-containing protein 1 (Homo sapiens), …; ASAP1-stimulated ARF1 GTP hydrolysis, GDP FP detection; inhibition, % at 16.5 µM; hit rate 0.19% among 360,000; AID 624377, 2012; in the data active means inhibition above about 25%;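 further: 0% = vehicle with enzyme and substrate and 100% = no enzyme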
ADAM17 inh = ADAM17 inhibitors, primary screen, biochemical, QFRET; Disintegrin and metalloproteinase domain-containing protein 17 (Homo sapiens), P78536; recombinant ADAM17, EDANS/DABCYL FRET peptide cleavage; inhibition, % at 6.95 µM; hit rate 0.83% among 370,000; AID 720648, 2013;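 active means inhibition above the mean of compounds lying between control limits plus 3 SD, set per campaign, cut at about 8.5% in these data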;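 further: 0% = DMSO-only wells as the low control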
Target sequence (P78536 215-824 limits assumed): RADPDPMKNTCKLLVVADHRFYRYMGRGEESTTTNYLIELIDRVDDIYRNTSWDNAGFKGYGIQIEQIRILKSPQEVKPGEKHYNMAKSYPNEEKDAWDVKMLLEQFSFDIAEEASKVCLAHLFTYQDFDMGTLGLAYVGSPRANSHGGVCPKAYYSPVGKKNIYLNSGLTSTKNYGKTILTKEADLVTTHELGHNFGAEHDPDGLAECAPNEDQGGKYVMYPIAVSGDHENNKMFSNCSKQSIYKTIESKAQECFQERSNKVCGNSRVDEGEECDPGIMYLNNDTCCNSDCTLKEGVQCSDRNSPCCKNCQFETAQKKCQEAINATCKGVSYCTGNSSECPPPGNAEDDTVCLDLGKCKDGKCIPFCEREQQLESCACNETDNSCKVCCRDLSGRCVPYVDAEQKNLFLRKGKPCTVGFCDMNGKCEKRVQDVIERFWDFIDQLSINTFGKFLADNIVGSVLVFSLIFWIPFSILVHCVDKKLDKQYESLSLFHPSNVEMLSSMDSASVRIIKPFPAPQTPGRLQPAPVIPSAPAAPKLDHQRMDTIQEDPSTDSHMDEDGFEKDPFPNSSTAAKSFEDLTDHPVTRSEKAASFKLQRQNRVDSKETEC
Tn6 DDE FP = inhibitors of Tn6 peptide binding to fibrin DD(E), primary screen, biochemical, fluorescence polarization, human fibrin, Tn6 probe; AID 720509, 2013; hit rate 0.21% among 370,000; inhibition, % at 8.3 µM; Fibrin DD(E) TRITC-Tn6 fluorescence polarization displacement;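 active means inhibition above a per-campaign cutoff: mean of compounds within control limits plus 3 SD, cut at about 15% in these data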;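 further: 0% = median of all compound wells on the plate and 100% = blocking peptide control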
Target sequence (P02675 whole entry, looked up): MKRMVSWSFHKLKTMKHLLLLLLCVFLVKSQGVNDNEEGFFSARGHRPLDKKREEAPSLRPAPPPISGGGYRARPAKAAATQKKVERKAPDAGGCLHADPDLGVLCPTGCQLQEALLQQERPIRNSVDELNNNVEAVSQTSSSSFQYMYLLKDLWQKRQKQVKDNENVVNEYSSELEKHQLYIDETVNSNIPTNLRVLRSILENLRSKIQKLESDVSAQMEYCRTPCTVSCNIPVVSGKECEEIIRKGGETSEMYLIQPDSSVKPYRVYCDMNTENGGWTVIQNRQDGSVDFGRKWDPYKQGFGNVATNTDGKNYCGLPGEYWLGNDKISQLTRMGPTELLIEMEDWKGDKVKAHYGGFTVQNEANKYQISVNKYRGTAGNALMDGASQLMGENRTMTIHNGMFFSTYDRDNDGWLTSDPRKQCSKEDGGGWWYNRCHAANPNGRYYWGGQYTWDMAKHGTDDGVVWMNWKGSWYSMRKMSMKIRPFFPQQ
PLCg1 inh = PLC-gamma1 enzyme inhibitors, primary screen, biochemical, fluorescence, purified enzyme; fluorogenic substrate; AID 720700, 2013; inhibition, % at 12.2 µM; hit rate 0.84% among 370,000; in the data active means inhibition above about 9.5%
ARFGAP1 inh = inhibitors of rat ARFGAP1 GAP activity, primary screen, biochemical, fluorescence polarization, GDP tracer; hit rate 0.26% among 360,000; ADP-ribosylation factor GTPase-activating protein 1 (Rattus norvegicus), Q62848; inhibition, % at 16.5 µM; Arfgap1-stimulated ARF1 GTP hydrolysis, GDP FP detection;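 active means inhibition above a per-plate limit, mean inhibition of low control wells plus 3 SD, cut at about 25% in these data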;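 further: 0% = DMSO wells with enzyme and 100% = wells lacking Arfgap1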
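system = rat Arfgap1 catalytic domain, aa 1-136 | technique = FP, GDP Alexa 633 tracer displaced from anti-GDP antibody, 620/688 nm | compound = one concentration, 16.5 µM, DMSO 1.26% | medium = HEPES-based buffer, pH 7.5 | timing = compound-enzyme preincubation 20 min, reaction 120 min, detection 60 min, 25 °C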
Tn7 DDE FP = inhibitors of Tn7 peptide binding to fibrin DD(E), primary screen, biochemical, fluorescence polarization, human fibrin, Tn7 probe. FP displacement of FITC-Tn7 peptide from fibrin DD(E); 0% = median of compound wells per plate. hit rate 0.13% among 370,000. Fibrinogen beta chain (Homo sapiens), P02675. inhibition, % at 8.3 µM;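 active means inhibition above the mean of compounds falling within the control limits plus 3 SD of them, cut at about 14% in these data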;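 further: 0% = plate median of compound wells and 100% = 10 µM Aha-Tn7 peptide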
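Measure: % inhibition scaled between sample-field median and high-control FP; Test system: human fibrin DD(E); Quantity: 2 µM final DD(E) protein; Doses: one dose, 8.3 µM nominal; Schedule: compound with protein 10 min, then 3 h after probe, room temperature; Detection: fluorescence polarization; Medium: Tris buffer with calcium and detergent, pH 7.8.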
UHRF1 binding = UHRF1 methylated DNA binding inhibitors, primary screen, counter-screen for MBD2 inhibitor project, biochemical, TR-FRET, human UHRF1, single concentration; E3 ubiquitin-protein ligase UHRF1 (Homo sapiens), Q96T88; UHRF1 binding to methylated oligo; inhibition, % at 4.4 µM; hit rate 0.75% among 370,000; in the data active means inhibition above about 21%;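 further: UHRF1 SRA domain binding a hemimethylated CpG hairpin DNA probe; 0% = median of test compound wells and 100% = reference inhibitor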
MBD2 inh = inhibitors of MBD2 binding to methylated DNA, primary screen, biochemical, TR-FRET, DNA-binding domain, human | Methyl-CpG-binding domain protein 2 (Homo sapiens), Q9UBB5 | MBD2 binding to methylated oligonucleotide | inhibition, % at 4.4 µM | hit rate 0.31% among 370,000 | AID 686964, 2013; in the data active means inhibition above about 13%
proKLK7 act = proKLK7 zymogen activators, primary screen, biochemical, fluorescence intensity. purified proKLK7, EDANS-DABCYL substrate fluorescence; 100% is mature enzyme control, 0% vehicle. activation, % at 7 µM. hit rate 0.9% among 370,000. AID 652039, 2013;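 active means activation above the mean of all tested compounds plus 3 SD, computed per campaign excluding outliers beyond control limits, cut at about 13% in these data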
The depositor's hits bear a star; i = inactive; x = no result given.

SMILES	PLCb3 inh	ASAP1 GAP inh	ADAM17 inh	Tn6 DDE FP	PLCg1 inh	ARFGAP1 inh	Tn7 DDE FP	UHRF1 binding	MBD2 inh	proKLK7 act
NNC(=O)c1cc2c(ccc3ccccc32)o1	-98	6	-34	-7	-82	7	3	-4	-2	2.7
O=C(NC1CCCCC1)C(c1ccc(O)cc1)N(C(=O)c1cnccn1)c1cccc(F)c1 (configuration not stated)	-4	-5	-2	4	3	-7	-7	2	0	-0.3
Cc1cc(C)c2nc(N3CCCC3)c(C#N)cc2c1	-54	-10	-25	-2	-45	13	-9	-2	-3	0.3
CCC(c1c(C)n(C)n(-c2ccccc2)c1=O)c1c(C)n(C)n(-c2ccccc2)c1=O	4	5	1	-4	2	3	5	-1	0	0.5
Cc1cccc(NC(=O)NNC(=O)c2cc3ccccc3cc2O)c1C	-113	-2	-1	-7	-108	-36	1	1	0	-2.7
COc1ccc(N2CCN(C(=O)COC(=O)CCOc3cc(C)ccc3C)CC2)cc1	-8	7	1	-1	1	10	4	-2	4	0.3
CCOC(=O)c1ccc(-c2c(-c3ccc4c(c3)OCO4)noc2-c2ccsc2)cc1F	1	-20	0	-2	3	9	-1	-2	-2	0.4
Cc1cccnc1NC(=O)c1ccc2nc(N)sc2c1	-13	-5	-6	3	-7	1	-8	5	-3	0.0
COc1ccc(C(=O)N/N=C(\C)CC(=O)Nc2ccc3ccccc3c2)c(OC)c1	-14	11	-2	11	-5	19	0	-3	-1	-0.3
CC1(C)CC(=O)C2=C(C1)C(c1cn(-c3ccccc3)nc1-c1ccccc1)C(C#N)=C(N)O2 (configuration not stated)	-1	7	1	8	-7	4	-12	1	1	0.6
O=C(c1cccc(F)c1F)N1CCCc2ccccc21	-3	-5	-2	-5	0	-7	-8	0	6	0.2
COc1ccc(OC)c(C(c2nnnn2C2CCCC2)N2CCc3ccccc3C2)c1 (configuration not stated)	4	-6	8	-13	0	3	-5	-1	4	1.3
CN(Cc1nccs1)C(=O)C1CCC(=O)N(CCc2cccc(F)c2)C1 (configuration not stated)	-6	11	-5	-4	1	10	4	-3	2	-0.6
CCc1ccc2c(c1)cc(CN(C(=S)Nc1ccccc1)C1CC1)c1nnnn12	2	15	-1	-3	6	1	-4	1	3	-1.0
O=S(=O)(c1ccc(N2CCOCC2)nc1)N(Cc1ccccn1)Cc1ccccn1	-7	4	1	4	-3	0	1	-1	2	0.0
O=C(O)Cc1ccc(Nc2cnn(C34CC5CC(CC(CC(=O)O)(C5)C3)C4)c(=O)c2Cl)cc1	-1	2	-4	3	2	2	5	3	4	0.1
O=C1Nc2ccccc2N=C(c2ccccc2)c2ccccc21	-2	-9	-1	4	0	-22	5	-2	-2	-0.2
Cc1ccc(CNC(=O)c2ccc(CS(=O)(=O)c3ccccc3)o2)cc1	-10	1	2	1	0	4	2	2	2	0.0
O=C1CCN(CCc2ccccc2)CCN1[C@H](CO)Cc1ccccc1	1	-5	-4	4	1	-1	-4	2	-5	-0.5
Cc1ccc(S(=O)(=O)N2CCOCC2)cc1C(=O)OCC(=O)Nc1ccc(Cl)cn1	4	2	1	-6	1	4	3	-2	-1	0.1
CCOC(=O)c1sc(NC(=O)C(CC)Sc2nnc3c4ccccc4n(C(C)C)c3n2)nc1C (configuration not stated)	3	-1	0	-8	2	2	-1	0	-4	-0.2
O=C1c2ccsc2SCCN1Cc1ccc(Cl)cc1	-2	4	-4	-1	-2	14	5	1	0	0.1
CN(CCc1ccccc1)C(=O)c1ccc2c(c1)ncn2C1CCCCC1	-2	x	2	-1	2	x	-7	0	4	-0.2
COc1ccc(C)cc1NC(=O)CSc1nnc(COc2ccccc2)n1Cc1ccco1	3	5	6	-5	9	15	-6	-2	-4	0.4
Cc1nnc(SC(=O)N2c3ccccc3Sc3ccccc32)s1	-2	9	-1	-8	-1	-6	1	0	4	0.7
CCN(CC)CCN(Cc1cc2ccc(C)cc2[nH]c1=O)C(=O)NC1CCCCC1	-7	-9	-10	-1	-1	4	-4	2	3	0.2
O=C1C(=O)N(CCCN2CCOCC2)C(c2ccc(Cl)cc2)/C1=C(\O)c1ccc2c(c1)OCCO2 (configuration not stated)	-12	6	-2	-10	-2	3	1	-2	-3	0.4
CC(C)c1ccc(CNC(=O)C(=O)NCC2CCCO2)cc1 (configuration not stated)	-3	-9	1	4	-4	-3	-1	4	3	-0.1
C=CCn1c(COc2cccc3ccc(C)nc23)nnc1SCC(N)=O	-34	-1	-10	1	-26	8	-2	1	8	1.9
CC(Cc1nnc(N)s1)c1ccccc1 (configuration not stated)	6	-7	-10	-6	0	4	1	4	10	0.1
OCCCNc1nc(-c2ccccc2)nc2c1oc1ccccc12	-6	3	3	-4	-2	4	-3	-3	1	0.4
O=C(CNC(=O)c1cccc(F)c1)N/N=C/c1cc(Br)ccc1OC(=O)/C=C/c1ccco1	-5	-4	1	-2	-9	3	-2	8	4	0.1
CS(=O)(=O)N(Cc1ccc(Cl)cc1)c1ccc(C(=O)N2CCN(c3ccccc3)CC2)cc1	3	-10	0	-2	0	3	2	2	0	-0.1
CCOC(=O)Cn1c(=O)oc2cc(S(=O)(=O)N(C)c3cccc(C)c3)ccc21	-9	-1	-3	5	-1	-3	1	-3	-1	0.3
Cn1c(=O)c2c(ncn2CC(O)CNc2ccc(F)cc2)n(C)c1=O (configuration not stated)	-5	0	-1	8	0	-4	3	3	3	0.6
O=C(Oc1ccc(N(Cc2cccs2)C2=NS(=O)(=O)c3ccccc32)cc1)c1ccccc1Cl	-1	0	-6	3	3	6	2	0	0	-0.3
c1ccc(-c2cccc(CNc3nc(-c4ccccn4)nnc3-c3ccccc3)c2)cc1	3	x	9.0*	-22	3	x	-19	0	0	x
O=C(c1ccc(=O)oc1)N1CCOCC1	-18	-4	-25	2	-4	4	1	43*	4	0.1
CCCCN(C(=O)c1ccc(C)c(S(=O)(=O)N2CCOCC2)c1)c1c(N)n(CC(C)C)c(=O)[nH]c1=O	-2	-6	-1	6	1	-2	-12	3	-6	0.1
CN(C)S(=O)(=O)c1cccc(NC(=O)COC(=O)C2(c3ccccc3F)CCCC2)c1	7	-5	14*	1	12*	9	-13	2	-1	0.0
O=C(NC1CC2CCCC(C1)N2C(=S)Nc1ccccc1)C1CC1 (configuration not stated)	1	-2	-3	0	3	8	-9	2	-2	-1.1
Cc1cc(C)cc(C(=O)OCC(=O)NCCNC(=O)COC(=O)c2cc(C)cc(C)c2)c1	-6	3	-2	-2	0	14	-7	1	-3	-0.3
COc1cc(C#N)ccc1OCC(=O)NCCC1=CCCCC1	3	-2	-2	-3	-2	-2	12	2	0	0.5
O=C(O)CCCC(=O)Nc1ccc(Oc2cccc(C(F)(F)F)c2)nc1	-4	7	-3	4	2	-1	2	1	-7	-0.2
CC(C)(O)[C@H]1Cc2cc3ccc(=O)oc3cc2O1	-290	3	i	1	-228	-2	-6	-2	-7	12
O=C(CSc1nc2[nH]c(=O)cc(O)c2s1)Nc1cc(Cl)cc(Cl)c1	-12	5	-4	-2	-4	5	4	-2	5	0.0
C=CCNCCOc1ccc(C(C)(C)c2ccccc2)cc1	-1	6	-2	9	2	11	6	0	-1	0.7
CCN(C(=O)COc1ccccc1)c1nnc(-c2cccnc2)s1	-2	-4	-8	9	-1	4	3	0	2	2.4

Sorted by value in ASAP1 GAP inh (high to low): three of the compounds above
mol,ASAP1 GAP inh
OCCCNc1nc(-c2ccccc2)nc2c1oc1ccccc12,3
CCOC(=O)Cn1c(=O)oc2cc(S(=O)(=O)N(C)c3cccc(C)c3)ccc21,-1
O=C(CNC(=O)c1cccc(F)c1)N/N=C/c1cc(Br)ccc1OC(=O)/C=C/c1ccco1,-4

Other structures follow:
SMILES	PLCb3 inh	ASAP1 GAP inh	ADAM17 inh	Tn6 DDE FP	PLCg1 inh	ARFGAP1 inh	Tn7 DDE FP	UHRF1 binding	MBD2 inh	proKLK7 act
COc1ccc2nc(NC(=O)CSc3nnnn3C3CCCCC3)sc2c1	2	12	0	-5	3	-3	8	-2	-5	0.6
Cc1ccc(S(=O)(=O)N2CCC(C(=O)Nc3nnc(C)s3)CC2)cc1	-12	-16	-3	2	0	-4	3	2	2	0.1
C[C@@H]1CN([C@@H](C)CO)S(=O)(=O)c2ccc(Br)cc2O[C@@H]1CN(C)C(=O)c1ccccn1	2	1	6	1	1	2	5	1	-5	0.3
Cc1nc2ccccc2n1CC(=O)c1ccccc1	5	14	-2	-2	-5	3	-4	-1	1	-0.4
CCOC(=O)c1cccc(NC(=O)CN(c2ccc(C)cc2)S(=O)(=O)c2c(C)n[nH]c2C)c1	-1	-1	4	-7	3	2	-3	2	-1	0.9
O=C(NNC(=O)C1COc2ccccc2O1)c1cccc([N+](=O)[O-])c1 (configuration not stated)	9	-1	1	-5	6	1	2	-2	-2	0.0
CCN1CCN(C(=O)Cn2cnc3sc(C)c(S(=O)(=O)N4CCN(c5ncccn5)CC4)c3c2=O)CC1	-4	-4	-2	-2	-5	0	-5	-1	3	0.1
O[C@@H]1CN(Cc2ccccc2Cl)CC[C@H]1N1CCOCC1	-6	-2	-5	8	0	8	1	0	-5	0.0
Cc1ccc(Nc2nc(N)nc(CN3CCN(Cc4ccc5c(c4)OCO5)CC3)n2)cc1Cl	-1	1	3	5	1	-6	7	-1	-2	0.0
COc1ccc(C2C(C(=O)c3sc(C)nc3C)=C(O)C(=O)N2CCCn2ccnc2)cc1OC (configuration not stated)	-3	22	-4	-5	-3	10	11	-5	1	-0.1
COc1ccc(C(=O)N2N=C(c3cccs3)CC2c2ccccc2O)cc1 (configuration not stated)	-61	2	-2	-13	-37	11	-8	-2	-3	-0.5
CCOC(=O)CN(C(=O)COc1nc(C)cc(C)c1C#N)c1cccc(Cl)c1	-4	-16	-3	-7	3	15	-2	-2	-4	0.8
Cc1c(Br)c([N+](=O)[O-])nn1CC(=O)Nc1ccccn1	-9	-5	-1	-6	0	-2	9	8	-2	0.4
COc1ccc(C)cc1S(=O)(=O)N(C)CC(=O)NCc1ccncc1	-8	-3	-4	5	0	-4	4	0	1	-0.3

The order is random. Share with any hit: about 4.1%.
